KCNH2 3.1 block: qHTS for Inhibitors of KCHN2 3.1: Mutant qHTS; Potassium voltage-gated channel subfamily H member 2, brain isoform KCNH2 3.1 (human); U2OS KCNH2 3.1, thallium flux FluxOr; hits give low values; activity change, % (tested at about 1.8 µM); 340,000 tested, 0.95% active; AID 720553, 2013;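 active = maximum activity change below -70%; inconclusive = maximum activity change from -70% to -50%; inactive = maximum activity change above -50%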;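 also: thallium influx rate constant from kinetic fluorescence after stimulation buffer; % is scaled to controls: 0 for no effect and ±100 for the full control effect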
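Kinetic fluorescence (2 min after stimulation buffer) measures Tl+ influx through KCNH2 3.1 expressed by viral transduction in U2OS cells; the rate constant is normalized against DMSO controls serving as positive and negative references.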
KCNH2 WT inh: qHTS for Inhibitors of KCHN2 3.1: Wildtype qHTS; 340,000 tested, 0.37% active; activity change, % at 1.84 µM; AID 720551, 2013; U2OS, BacMam KCNH2, thallium flux FluxOr; hits give low values; Voltage-gated inwardly rectifying potassium channel KCNH2 (Homo sapiens), Q12809;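 active = maximum activity change below -70%; inconclusive = maximum activity change between -70% and -50%; inactive = maximum activity change above -50%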; also: % is scaled to controls: 0 for no effect and ±100 for the full control effect
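U2OS cells transduced with wild-type KCNH2 virus are loaded with FluxOr dye for 45 min, and thallium flux is measured in kinetic reads before and after stimulation buffer. Rate constants are normalized to DMSO controls.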
MLL CXXC-DNA inh: qHTS Fluorescence Polarization Assay for Inhibitors of MLL CXXC domain - DNA interaction. Histone-lysine N-methyltransferase 2A (Homo sapiens), Q03164. MLL-CXXC / FITC-HOXA9 DNA fluorescence polarization. Potency, µM (top dose mostly 115 µM), without a hit: at the highest dose activity change, negative = inhibition, most hits filed as inhibitors. 290,000 tested, 0.037% active; active = well fitted inhibition curve with a large enough effect in the polarisation, with a control signal flat, not every such curve was filed as active; inconclusive = small, poorly fitted or top-dose-only effect, or effect the other way, or a change in a side signal; inactive = no such curve, though single readings can be large or run the other way; the % refers to the polarisation; also: potency is read from the fitted curve at half-maximal effect
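Purified MLL-CXXC (added from a 7 uM solution) was preincubated 5 min at ambient with pinned compounds in 50 mM Tris-HCl pH 7.5, 50 mM NaCl, 1 mM DTT, 0.05% BSA. Fluorescein-labeled HOX-A9 DNA (50 nM solution) followed, 30 min, then polarization read.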
TRPV1 ag: HTS Assay for Compounds that Act as Agonists of the Vanilloid Receptor 1; Transient receptor potential cation channel subfamily V member 1 (Homo sapiens), Q8NER1; TRPV1-expressing cells, Fluo-8 calcium influx, agonist mode; activation, % at 8.33 µM; 320,000 tested, 0.19% active; in the data active = activation above about 80%; inconclusive = between about 30% and that limit; also: 0% is about no effect
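TRPV1-expressing cells were cultured overnight at 35.5C and loaded with Fluo-8 calcium dye for 40 to 90 min at room temperature. After a 10 s baseline, compound was added and calcium influx was read kinetically for 3 min (ex 480/em 520 nm).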
PKM2 activator: qHTS Assay for Activators of Human Muscle isoform 2 Pyruvate Kinase | 260,000 tested, 0.34% active | Pyruvate kinase PKM (Homo sapiens), P14618 | Potency, µM (top dose mostly 57.5 µM), inactives show at the highest dose activation, usual class: activators | purified PKM2, Kinase-Glo ATP luminescence, activation; response scale: 0% is enzyme alone, no compound; also: potency is read from the fitted curve at half-maximal effect; % is scaled to controls: 0 for no effect and ±100 for the full control effect; nearly all actives have a fitted effect of over 55% in size
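ATP formation by purified human PK-M2, quantified via coupled luciferase luminescence after 1 h at room temperature with 0.1 mM ADP and 0.5 mM PEP final.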
Menin-MLL TR inh: qHTS Assay for Inhibitors Targeting the Menin-MLL Interaction in MLL Related Leukemias: Competition With Texas Red Labeled MLL-derived Mutant Peptide; Menin + Texas Red MLL mutant peptide, fluorescence polarization; O00255; Potency, µM (doses to about 61.6 µM), for the others: top-dose FP activity change, negative = inhibition, most hits filed as inhibitors; 270,000 tested, 0.23% active; AID 1768, 2009; active = well fitted inhibition curve with a large enough effect in the polarisation, with a control signal flat, not every such curve was filed as active; inconclusive = small, poorly fitted or top-dose-only effect, or effect the other way, or a change in a side signal; inactive = no such curve, though single readings can be large or run the other way; the % refers to the polarisation; also: potency is read from the fitted curve at half-maximal effect; % of control where 0% means no effect; many of its hits are not listed in these tables
Target sequence (O00255 whole entry, looked up): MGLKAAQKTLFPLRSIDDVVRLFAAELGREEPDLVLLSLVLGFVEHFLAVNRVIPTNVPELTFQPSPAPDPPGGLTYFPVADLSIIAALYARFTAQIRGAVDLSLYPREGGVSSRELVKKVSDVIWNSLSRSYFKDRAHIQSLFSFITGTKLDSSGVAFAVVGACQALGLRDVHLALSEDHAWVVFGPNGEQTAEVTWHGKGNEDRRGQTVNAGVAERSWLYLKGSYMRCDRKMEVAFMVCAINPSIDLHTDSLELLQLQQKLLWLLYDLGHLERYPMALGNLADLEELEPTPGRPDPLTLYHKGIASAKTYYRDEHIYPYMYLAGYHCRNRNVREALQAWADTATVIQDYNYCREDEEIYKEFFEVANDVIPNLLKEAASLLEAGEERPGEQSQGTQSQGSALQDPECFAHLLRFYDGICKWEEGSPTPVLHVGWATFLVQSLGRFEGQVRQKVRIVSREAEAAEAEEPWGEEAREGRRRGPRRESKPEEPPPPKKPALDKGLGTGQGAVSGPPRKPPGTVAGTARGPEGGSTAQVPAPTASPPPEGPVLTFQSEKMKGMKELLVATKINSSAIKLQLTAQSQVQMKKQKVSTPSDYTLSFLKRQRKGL
USP2a inh: qHTS Assay for Inhibitors of Ubiquitin-specific Protease USP2a Using CHOP2 as the Reporter. Potency, µM (highest dose often 38.3 µM), without a hit: at the top dose activity change, negative = inhibition, hits mostly inhibitors. USP2 core, Ub-CHOP2 coupled fluorogenic reporter, 485/531. 330,000 tested, 0.01% active. Ubiquitin carboxyl-terminal hydrolase 2 (Homo sapiens), O75604;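 also: potency is read from the fitted curve at half-maximal effect; plate controls were DMSO wells for no effect and full inhibition by NEM control for full effect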
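USP2 core (10nM final) preincubated 30min RT with compound in 20mM Tris-HCl pH 8.0, 2mM CaCl2, 2mM beta-mercaptoethanol, 0.05% CHAPS; 25nM Ub-CHOP2 plus 25nM reporter substrate added, fluorescence (Ex485/Em531) read after 60min.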
GALK inh: qHTS Assay for Inhibitors of Human Galactokinase (GALK); P51570; Purified GALK, Kinase-Glo residual ATP luminescence; Potency, µM (titrated, usually from 57.5 µM), for inactives: top-dose activity change, negative = inhibition, actives largely listed as inhibitors; 270,000 tested, 0.007% active; AID 1868, 2009; also: potency is read from the fitted curve at half-maximal effect; % is scaled to controls: 0 for no effect and ±100 for the full control effect
Target sequence (P51570 whole entry, looked up): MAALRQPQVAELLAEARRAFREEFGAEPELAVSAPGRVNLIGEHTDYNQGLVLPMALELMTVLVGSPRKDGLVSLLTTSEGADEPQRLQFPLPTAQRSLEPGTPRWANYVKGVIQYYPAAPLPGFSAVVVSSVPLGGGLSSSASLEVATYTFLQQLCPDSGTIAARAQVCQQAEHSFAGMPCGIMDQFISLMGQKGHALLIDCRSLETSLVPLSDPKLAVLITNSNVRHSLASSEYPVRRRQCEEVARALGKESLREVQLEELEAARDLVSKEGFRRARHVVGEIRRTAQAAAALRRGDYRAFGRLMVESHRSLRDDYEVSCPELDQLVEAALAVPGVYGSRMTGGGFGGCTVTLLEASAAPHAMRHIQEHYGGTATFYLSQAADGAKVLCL
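GALK at 5 nM final was combined with compound, 35 uM ATP and 100 uM galactose in HEPES pH8.0 with MgCl2 and DTT. The reaction ran one hour at room temperature before luminescent ATP detection.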
Coupling enz: qHTS Assay for Inhibitors of Fructose-1,6-bisphosphate Aldolase from Giardia Lamblia: Coupling assay counterscreen; 290,000 tested, 0.67% active; coupling enzyme system counterscreen, AmpLite Red fluorescence; activity change, negative = inhibition, % at 58.2 µM, hits read low; AID 2472, 2010; in the data active = activity change below about -30%; also: % is scaled to controls: 0 for no effect and ±100 for the full control effect
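Counterscreen lacking aldolase: glyceraldehyde-3-phosphate coupling-enzyme reagent preincubated 10 min at RT with compound (at 57.5 uM final), then substrate/coupling system with AmpLite Red added; fluorescence read at 525/598 nm after 20 min RT.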
B2AR arrestin: qHTS assay of beta-arrestin-biased ligands of beta2-adrenergic receptor; Beta-2 adrenergic receptor (Homo sapiens), P07550; beta-arrestin recruitment to beta2AR, cell-based reporter; Potency, µM (top dose mostly 46.1 µM), for the others: top-dose activation, hits mostly activators; 330,000 tested, 0.02% active;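 also: potency is read from the fitted curve at half-maximal effect; 0% = DMSO controls and full agonism = EC100 isoproterenol or metaproterenol; nearly all actives have a fitted effect of over 65% in size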
Giardia killer: Small Molecules that selectively kill Giardia lamblia: qHTS; 340,000 tested, 0.15% active; activity change, % at 7.66 µM, hits read low; Giardia lamblia trophozoite viability; in the data active = activity change below about -80%; inconclusive = between about -30% and that limit;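 also: parasites exposed to compound for two days anaerobically before the ATP read; % is scaled to controls: 0 for no effect and ±100 for the full control effect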
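Giardia trophozoites, 100 cells per well, were exposed to compounds for 48 hrs at 37 deg C under anaerobic conditions; viability was then read as ATP content by bioluminescence after 15-30 min at room temperature.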
* marks the source's active call; other numbers are inactive results; ? = inconclusive; nt = not tested or not shown; & = joins results of further samples; [ ] = dose if it differs, or a comment. Unless noted, calls follow the shape of the dose curve; as a rule, active = well fitted curve in the direction sought with a large enough effect; inconclusive = small, poorly fitted or top-dose-only effect, or another doubt; inactive = no such curve, though single readings can be large; an effect the other way counts as inactive or inconclusive. Not all compounds are listed; the hit share may differ from the screen's.

SMILES | KCNH2 3.1 block | KCNH2 WT inh | MLL CXXC-DNA inh | TRPV1 ag | PKM2 activator | Menin-MLL TR inh | USP2a inh | GALK inh | Coupling enz | B2AR arrestin | Giardia killer
CCOc1ccc(C(=O)NCC(=O)NCC(c2ccc(OC)cc2)N2CCOCC2)cc1OCC (stereo not given) | -6 | 2 | nt | -2 | nt | nt | 0% | nt | nt | 0.9% | 5
COC(=O)/C=C/CSC1=N/C(=C/c2ccc(-n3cncn3)cc2)C(=O)N1 | -17 | 3 | -15% | -1 | -11% | 12% | -2% | -1% | nt | -0.2% | 4
CC1C(=O)NN=C1C(=O)N/N=C/c1ccco1 (stereo not given) | 17 | 6 | -3% | 2 | -17% | -3% | -1% | 10% | 0 | 0.0% | -10
CCC(Cc1ccccc1)NS(=O)(=O)c1csc(C(N)=O)c1 (stereo not given) | 15 | -4 | 6% | 5 | nt | 2% | 1% | 6% | 2 | -0.1% | 3
COC(=O)c1ccc(C2C(Oc3ccccc3C)C(=O)N2CCc2ccc(OC)c(OC)c2)cc1 (stereo not given) | -2 | -7 | -5% | -2 | -2% | ? | 1% | -1% | 2 | 4.2% | 9
CCOc1ccc(C(C)NC(=O)CN2C(=O)NC3(CCCCC3)C2=O)cc1OCC (stereo not given) | -5 | -9 | nt | -3 | nt | nt | 3% | nt | nt | 0.3% | -6
COc1ccc2nc(NC(=O)c3cc(C)oc3C)sc2c1 | -1 | 1 | 3% | ? | -11% | -10% | 1% | 6% | -1 | 0.2% | -6
Cn1c(=O)c2c(nc(OCCc3ccccc3)n2C)n(C)c1=O | -33 | -2 | ? | 7 | 13% | -22% | 3% | 8% | 0 | 1.0% | -1
O=S(=O)(c1ccccc1)N1CCN(S(=O)(=O)N2CCCCCC2)CC1 | 9 | 6 | 30% | 2 | 6% | -13% | 0% | 0% | 2 | -1.0% | 9
O=C(/C=C/NNC(=O)c1ccc(Br)cc1)c1ccccc1 | 15 | 5 | 1% | 2 | 2% | 14% | 4% | 0% | 2 | -0.5% | 2
Cc1ccc(S(=O)(=O)N2CCCOC2CNC(=O)C(=O)NCCN2CCOCC2)cc1 (stereo not given) | -8 | -9 | 27% | -7 | 10% | -11% | 1% | 7% | 14 | -0.9% | 7
CCN(C(=O)c1cc2c(=O)n3ccccc3nc2n1CCCOC)C1CCCCC1 | 4 | 3 | 5% | ? | nt | nt | -1% | 5% | nt | -0.6% | 28
O=C(NCC(=O)N1CCC(N2CCCCC2)CC1)C1CCCCC1 | -10 | 7 | 2% | -6 | -3% | -1% | 2% | -1% | 1 | 0.3% | 11
Cc1ccc(N2CC(C(=O)Nc3cccnc3)CC2=O)cc1Cl (stereo not given) | 16 | 5 | ? | 0 | nt | nt | 1% | 4% | -4 | 0.0% | -10
O=S(=O)(NCCCCCNS(=O)(=O)c1ccc(F)cc1)c1ccc(F)cc1 | 28 | -4 | 0% | -1 | ? | 33%[activator] | 4% | -3% | -3 | 0.4% | 4
O=C(O)Cn1ccc2cc(S(=O)(=O)N3CCCCCC3)ccc21 | 22 | -6 | -5% | 1 | nt | nt | 5% | -2% | nt | -0.1% | -20
COc1ccc2nc(NC(=O)C3CC(=O)N(c4ccccc4)C3)sc2c1 (stereo not given) | -11 | -8 | -1% | 0 | -4% | 37%[activator] | -7% | 17% | -1 | -0.2% | 0
FC(F)(F)c1cccc(-c2noc(CN3CCOCC3)n2)c1 | -4 | 9 | 5% | 10 | -5% | -5% | 0% | 0% | 1 | -0.2% | -4
CC(C(=O)Nc1ccc(F)c(F)c1)N1CCN(C)CC1 (stereo not given) | 3 | -5 | 13% | 1 | nt | -8% | -2% | 0% | -1 | -0.8% | 0
O=C(c1cccc2c1C(=O)N(Cc1cccnc1)C2)N1CCN(c2ccccc2)CC1 | 4 | -4 | 3% | 1 | -11% | 1% | 0% | -2% | 0 | 0.4% | 11
CC1CCN(CC(CS(=O)(=O)c2ccc([N+](=O)[O-])cc2)N2CCC(C)CC2)CC1 (stereo not given) | 36 | -1 | 3% | 5 | 8% | nt | 3% | 4% | 1 | -1.0% | -22
Cc1ccc(Cn2cnc3c(cnn3-c3ccc(F)cc3)c2=O)cc1 | 2 | -16 | 3% | 16 | -8% | ? | 1% | -2% | 0 | -0.2% | -6
Cc1nc(N/N=C/c2ccc(O)cc2)c2cnn(-c3ccccc3)c2n1 | -13 | -2 | -7% | 23 | -28% | ? | 3% | 6% | 2 | 0.2% | -12
CCCCNS(=O)(=O)c1ccc2nc(SCC(=O)c3ccccc3OC)[nH]c2c1 | 14 | -6 | 12% | -2 | ? | 5% | -7% | 2% | 3 | -0.7% | 9
Cc1nnc(SCC(=O)Nc2ccccc2C(=O)NC2CC2)s1 | 9 | 4 | -3% | 2 | -1% | 0% | 4% | 1% | 1 | 0.4% | 5
CCOc1ccc(NS(=O)(=O)c2ccc(OCC(=O)NCCCOC)cc2)cc1 | -1 | 20 | 0% | -3 | 8% | 5% | 5% | 0% | 1 | 0.2% | -9
O=C(O)CC1(O)C(=O)N(Cc2ccccc2)c2ccccc21 (stereo not given) | 18 | 4 | -11% | 2 | -4% | 15% | -4% | 7% | 2 | 0.0% | 8
CCc1ccc(NC(=O)c2ccccc2NC(=O)C2CCCO2)cc1 (stereo not given) | -8 | 18 | -17% | ? | 3% | 9% | -4% | 2% | -9 | -0.1% | 40[activator]
CN(CCC#N)C(=O)COC(=O)/C=C/c1ccc2c(c1)OCO2 | 1 | 1 | -20% | -3 | 9% | 13% | 1% | 1% | 3 | -0.2% | 8
CCN1C(=NCCc2ccccn2)N[C@@H](c2cccc(C(F)(F)F)c2)C(C(=O)OC)=C1C | -25 | 4 | 4% | 5 | 0% | -13% | 6%&0% | nt | 4 | 0.6%&0.2% | 18
O=C(Oc1c(CN2CCOCC2)cc(Cl)c2cccnc12)c1ccccc1F | -17 | 0 | 3% | 5 | 0% | -9% | 1% | -8% | -12 | 5.6µM* | 16
COc1ccc(CNC2CCCc3ccccc32)cc1OC (stereo not given) | 9 | 18 | 0% | -3 | 0% | -1% | -3% | 1% | 4 | 3.2% | 18
COc1ccc(OCCNC(=O)C(c2ccccc2)c2ccccc2)cc1 | 9 | 2 | 2% | 1 | -15% | -27% | -1% | 1% | 1 | -1.7% | 4
O=C(NCc1ccc2c(c1)OCO2)C1CCN(S(=O)(=O)c2ccc(F)cc2)CC1 | -2 | 22 | 8% | 2 | nt | nt | -1% | -6% | nt | 0.3% | 1

Only KCNH2 3.1 block, PKM2 activator and TRPV1 ag, for 2 of the compounds above:
| Molecule | KCNH2 3.1 block | PKM2 activator | TRPV1 ag |
| --- | --- | --- | --- |
| COC(=O)c1ccc(C2C(Oc3ccccc3C)C(=O)N2CCc2ccc(OC)c(OC)c2)cc1 (stereo not given) | -2 | -2% | -2 |
| CCOc1ccc(C(C)NC(=O)CN2C(=O)NC3(CCCCC3)C2=O)cc1OCC (stereo not given) | -5 | nt | -3 |

Rewritten with two lines to a compound: 2 of the compounds above
Values run as follows: KCNH2 3.1 block | KCNH2 WT inh | MLL CXXC-DNA inh | TRPV1 ag | PKM2 activator | Menin-MLL TR inh | USP2a inh | GALK inh | Coupling enz | B2AR arrestin | Giardia killer
- COc1ccc(CNC2CCCc3ccccc32)cc1OC (stereo not given)
  9 | 18 | 0% | -3 | 0% | -1% | -3% | 1% | 4 | 3.2% | 18
- COc1ccc(OCCNC(=O)C(c2ccccc2)c2ccccc2)cc1
  9 | 2 | 2% | 1 | -15% | -27% | -1% | 1% | 1 | -1.7% | 4

High-throughput results (PubChem BioAssay)
